KCNQ2 block: KCNQ2 potassium channel inhibitors, primary screen, cell-based, CHO-K1, FluxOR thallium flux, B-score (AID 2156) | Potassium voltage-gated channel subfamily KQT member 2 (Rattus norvegicus), O88943 | 20 min; hits give low values | B-score at 10 µM | 310,000 tested, 1.1% active;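 active = fluorescence ratio B-score at most minus 3 library SDs, with starting brightness B-score within 2 library SDs, cut at about -5.5 in these data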
CHT block: inhibitors of human choline transporter CHT | B-score at 10 µM | CHT-expressing cells, membrane potential dye, choline response; hits give low values | 310,000 tested, 0.86% active | AID 488975, 2010 | High affinity choline transporter 1 (Homo sapiens), Q9GZV3;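 active = B-score over 3 SD under the library average, and starting fluorescence ratio not unusually high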;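 also: choline stimulus applied at its EC90 after an EC20 pre-addition; B-score computed on integrated fluorescence ratio after choline addition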
Target sequence (Q9GZV3 whole entry, looked up): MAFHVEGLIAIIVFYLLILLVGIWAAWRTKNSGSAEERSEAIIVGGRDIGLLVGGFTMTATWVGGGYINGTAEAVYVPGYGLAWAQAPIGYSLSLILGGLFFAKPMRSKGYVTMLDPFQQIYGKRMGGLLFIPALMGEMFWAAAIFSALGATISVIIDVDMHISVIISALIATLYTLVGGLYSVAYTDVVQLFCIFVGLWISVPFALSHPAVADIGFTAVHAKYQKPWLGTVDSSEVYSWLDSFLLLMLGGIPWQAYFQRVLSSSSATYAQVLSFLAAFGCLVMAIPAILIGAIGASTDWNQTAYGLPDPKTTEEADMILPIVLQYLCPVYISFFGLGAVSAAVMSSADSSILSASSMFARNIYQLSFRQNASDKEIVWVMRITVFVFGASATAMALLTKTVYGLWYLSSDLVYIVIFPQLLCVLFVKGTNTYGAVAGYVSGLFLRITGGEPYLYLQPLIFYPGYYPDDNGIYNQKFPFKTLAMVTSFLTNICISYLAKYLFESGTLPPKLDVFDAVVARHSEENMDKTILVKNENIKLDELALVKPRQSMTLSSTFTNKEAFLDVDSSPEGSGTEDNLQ
* = called active by the depositor; i = inactive; . = no result given.

SMILES | KCNQ2 block | CHT block
O=C(NCCN1CCCCC1)Nc1ccccc1F | i | i
O=C(Nc1cccnc1Cl)c1cccc(S(=O)(=O)N2CCOCC2)c1 | i | .
c1ccc(Nc2nc(N3CCCCC3)nc(N3CCCCC3)n2)cc1 | i | i
Cc1ccc(/C=C/C(=O)N2CCN(c3cccc(C(F)(F)F)c3)CC2)cc1 | i | i
Cc1nc2ccccc2c(=O)n1CCc1ccccc1 | i | i
O=C1NC(c2cccnc2)C(C(=O)c2cccs2)C(O)(C(F)(F)F)N1 (stereo not given) | i | i
O=C1C(=O)N(Cc2cccc([N+](=O)[O-])c2)c2ccccc21 | i | i
O=C(CN1CCN(Cc2ccccc2)CC1)Nc1ccccc1 | i | i
Cc1ccsc1CN(C)CC(=O)Nc1ccc([N+](=O)[O-])cc1Cl | i | i
COc1ccccc1CNC(=O)CCNS(=O)(=O)c1ccc2[nH]c(=O)oc2c1 | i | i
CC1(C)Cc2ccccc2-c2nc3n(c(=O)c21)CCS3 | i | i
O=C(Nc1ccc2nc(-c3ccccn3)c(-c3ccccn3)nc2c1)N1CCOCC1 | i | i
CCc1c(C)c2ccc(OCC(=O)NCC3CCC(C(=O)O)CC3)cc2oc1=O (stereo not given) | i | i
COc1ccc(/C=N/N(CCC(=O)NC(C)(C)C)C2=NS(=O)(=O)c3ccccc32)cc1 | i | i
COc1ccc(-c2cc(-c3cccs3)c(C#N)c(SCC(=O)NCc3ccco3)n2)cc1 | . | i
CC(C)c1nnc(NC(=O)C2CCCCC2)s1 | i | i
Cn1cccc1-c1nc2ccc(NC(=O)c3ccco3)cc2[nH]1 | i | i
CN1C(=O)C2(C(C#N)=C(N)Oc3n[nH]c(-c4ccc(Cl)cc4)c32)c2ccccc21 (stereo not given) | i | i
CC(C)c1ccc(OCC(=O)Nc2ccc(OC(F)(F)F)cc2)cc1 | i | i
Cc1ccc(OCCNC(=O)CCNS(=O)(=O)c2ccc(Br)cc2)cc1 | i | i
COCCN1Cc2cccc(C(=O)NCc3ccc4c(c3)OCO4)c2C1=O | i | i
Cc1ccnc(NS(=O)(=O)c2ccc(NC(=O)c3cncc(Br)c3)cc2)n1 | i | i
COc1cccc(NC(=O)CSc2nc3ccsc3c(=O)n2-c2ccc(C(=O)O)cc2)c1 | i | i
CCC(C)NC(=O)c1cn(CC)c2cc(N3CCN(C)CC3)c(F)cc2c1=O (stereo not given) | i | i

Single records, from the list above. Order of values: KCNQ2 block	CHT block
COc1ccc(/C=N/N(CCC(=O)NC(C)(C)C)C2=NS(=O)(=O)c3ccccc32)cc1 is entered as i	i
CN1C(=O)C2(C(C#N)=C(N)Oc3n[nH]c(-c4ccc(Cl)cc4)c32)c2ccccc21 (stereo not given) is entered as i	i
CC(C)c1nnc(NC(=O)C2CCCCC2)s1 is entered as i	i
Cn1cccc1-c1nc2ccc(NC(=O)c3ccco3)cc2[nH]1 is entered as i	i

Additional entries follow.
SMILES | KCNQ2 block | CHT block
CN(C(=O)/C=C/c1ccc2c(c1)OCO2)c1ccccc1 | -6.61* | i
COc1ccccc1CN1CCC(CNS(=O)(=O)c2cc(-c3cc(C)no3)ccc2OC)CC1 | i | i
Cc1cc(C)nc(NCC(O)CNc2ccccc2Cl)n1 (stereo not given) | i | i
CCC(C)(C)NC(=O)C(c1ccccc1)N(C(=O)c1csnn1)C1CC1 (stereo not given) | i | i
CC1Oc2ccccc2N(CC(=O)N(Cc2ccccc2)Cc2ccccn2)C1=O (stereo not given) | -7.22* | i
O=C(CC(NC(=O)OCc1ccccc1)C(=O)O)OCc1ccccc1 (stereo not given) | i | i
Cc1cccc(-n2cc(-c3ccccc3)c3c(NN4CCOCC4)ncnc32)c1 | i | i
COc1ccc(N=Cc2cc3c(cc2O)OC(N)=C(C#N)C3c2ccccc2)cc1 (stereo not given) | i | i
O=C(CCC(=O)c1cccs1)NC(c1ccccc1)c1ccccc1 | i | i
CCC(C)[C@H](NC(=O)Nc1cccc(Br)c1)C(=O)OC (stereo not given in full) | i | i
COc1ccc(N(C)S(=O)(=O)c2cccc(C(=O)NCC(c3ccco3)N3CCCC3)c2)cc1 (stereo not given) | i | i
CC(C)CN(C(=O)CCc1ccccc1)c1c(N)n(CC(C)C)c(=O)[nH]c1=O | i | i

Structural class, those above containing two or more sulfur atoms
SMILES | KCNQ2 block | CHT block
COc1ccc(-c2cc(-c3cccs3)c(C#N)c(SCC(=O)NCc3ccco3)n2)cc1 | . | i
COc1cccc(NC(=O)CSc2nc3ccsc3c(=O)n2-c2ccc(C(=O)O)cc2)c1 | i | i

Next compounds:
SMILES | KCNQ2 block | CHT block
CN1CCc2c(sc(N)c2C(=O)O)C1 | i | i
O=C(O)c1nn(CCOc2cccc(Br)c2)c(=O)c2ccccc12 | i | i
COc1cccc(NC(=O)Cn2nnc(C(=O)NCCc3ccccc3)c2N)c1 | i | i
CCC(C)(C)n1nnnc1CN1CCc2ccccc21 | i | i
N#Cc1c(-c2ccc(C(F)(F)F)cc2)cc(-c2ccccc2)[nH]c1=S | i | i
O=C(OCc1cc2ccccc2[nH]c1=O)c1ccc([N+](=O)[O-])cc1 | i | i
O=C(Cc1ccc(F)cc1)N1CCC(CC2CC(c3cccc(Br)c3)=NO2)(C(=O)NCC2CCCCC2)CC1 (stereo not given) | i | i
CCC(=O)N1CCN(c2ccc(NC(=O)c3ccc(C#N)cc3F)cc2Cl)CC1 | i | i
Cn1c(N)c(C(=O)COC(=O)C2=COCCO2)c(=O)n(C)c1=O | i | i
CNc1nc2c(c(=O)n(C)c(=O)n2C)n1Cc1ccccc1 | i | i
CCCN(C(=O)Cc1c(C(=O)O)n(C)c2ccccc12)c1cccc(C)c1 | i | i
COc1ccc(-n2cnnc2SCC(=O)Nc2cccc([N+](=O)[O-])c2)cc1 | i | i
Cc1ccc(Nc2nc(-c3ccc(F)cc3)cs2)nc1 | i | i
Cc1ccc(OCC(=O)Nc2cc(C)on2)c([N+](=O)[O-])n1 | i | i
Cc1cc(C(=O)CSc2nnnn2-c2ccc(Cl)cc2)c(C)n1CC1CCCO1 (stereo not given) | i | i
COc1ccc(N2C(=O)CCC(C(=O)c3ccccc3)=C2C)cc1 | i | i
CC1CCN(S(=O)(=O)N2CCC(C(=O)NCCC3=CCCCC3)CC2)CC1 | i | i
CC(C)(C)NC(=O)C1CCC(CNc2c(N3CCCCC3)c(=O)c2=O)CC1 (stereo not given) | i | i
O=C(O)c1ccccc1-c1ccccc1C(=O)Nc1nccs1 | i | i
CC(=O)NC(=S)Nc1ccc(NC(=S)NC(=O)c2cccs2)cc1 | i | i
Cc1c(S(=O)(=O)Nc2cc(Cl)ccc2Cl)c(=O)n(C)c(=O)n1C | i | i
CC(C)NC(=O)COc1ncnc2sccc12 | i | i
COC(=O)CCC(=O)OC1(C)C(=O)C2=CN(C3CCCC3)C(c3ccc(OC)cc3)=CC2=C(Br)C1=O (stereo not given) | i | i
O=C(CC1C(=O)NCCN1Cc1c(F)cccc1Cl)NC1CCCCCC1 (stereo not given) | i | i
CC[n+]1c(C)cc(C)n1-c1ccccc1 | i | i
CC1(C)Oc2ccc3ccc(=O)oc3c2/C(=C/NCCN/C=C2\C(=O)C(C)(C)Oc3ccc4ccc(=O)oc4c32)C1=O | i | i
CCN(CC)S(=O)(=O)c1ccc(S(=O)(=O)NCc2cccs2)cc1 | i | i
CCCCN(C)C(=O)c1nc2ccccn2c1CN1CCN(c2ncccn2)CC1 | i | i
Cc1ccc(Cn2nc(C)c(NC(=O)C3CC3)c2C)cc1 | i | i
Cc1cc(C)c(Cn2cnc3ccccc32)c(C)c1 | i | i
O=C(O)/C=C/C(=O)OC1CC2CCC1C2 (stereo not given) | i | i
COC(=O)CN1C(=O)N/C(=C/c2cc(OC)c(OC)cc2C)C1=O | i | i
CCN(CC)CCN1C(=O)C(=O)/C(=C(/O)c2cnn(-c3ccccc3)c2C)C1c1ccc(C)o1 (stereo not given) | i | i
CN(CC(=O)Nc1ccc(Cl)c(C(F)(F)F)c1)C(=O)Cc1ccsc1 | i | i
COc1ccc(C(C(=O)NC2CCCC2)N(C(=O)c2ccco2)c2ccccc2OC)cc1 (stereo not given) | i | i
Cc1sc2ccc3sccc3c2[n+]1C | i | i

Part of the list above, as labelled records.
SMILES: Cc1sc2ccc3sccc3c2[n+]1C
  KCNQ2 block: i	CHT block: i
SMILES: CCN(CC)CCN1C(=O)C(=O)/C(=C(/O)c2cnn(-c3ccccc3)c2C)C1c1ccc(C)o1 (stereo not given)
  KCNQ2 block: i	CHT block: i

Other structures follow.
SMILES | KCNQ2 block | CHT block
CC1CCC2(CC1)NC(=O)N(CC(=O)Nc1sc3c(c1C(N)=O)CCC3)C2=O (stereo not given) | i | i
Cc1ccc(Nc2ncnc3sc(C)c(C)c23)cc1 | i | i
Cc1cc(/C=C2/C(=O)NN(c3ccccc3)C2=O)c(C)n1-c1ccc(O)cc1 | i | i
CC1(C)CC(=O)C(Sc2ccc(Br)cc2)=C(O)C1 | i | i
O=C1N/C(=N/N=C/c2ccc(O)cc2)SC1Cc1ccccc1 (stereo not given) | i | i
COC(=O)Cn1cnc2sc(C)c(S(=O)(=O)N3CCN(c4ccccc4OC)CC3)c2c1=O | i | i
CCNS(=O)(=O)c1ccc(NC(=O)c2ccccc2SCCOC)cc1 | i | i
Cc1cc(-c2n[nH]c(=S)n2/N=C/c2sccc2C)n[nH]1 | i | i
COc1ccc(S(=O)(=O)Nc2ccc(N3CCOCC3)cc2)cc1Br | i | i
COc1ccc(C(=O)NCCS(=O)(=O)NCc2cccs2)cc1 | i | i
Cc1ccc(NC(=O)CCC(=O)NNS(=O)(=O)c2ccc(Cl)cc2)cc1C | i | i
Cc1ccc(S(=O)(=O)N2CCCC2CNC(=O)C(=O)Nc2ccc(F)cc2F)cc1 (stereo not given) | i | i
O=C1C(Cc2ccccc2)Nc2ncnc(N3CCOCC3)c2N1Cc1ccc(Cl)cc1 (stereo not given) | i | i
Clc1ccc(-c2csc(N/N=C/c3cccnc3)n2)c(Cl)c1 | i | i
COC(=O)CCC(=O)N1CCCC(CO)(Cc2ccccc2C)C1 (stereo not given) | i | i
CC(=O)c1cccc(NC(=O)CCNS(=O)(=O)c2cccc3nonc23)c1 | i | i
COc1ccc(C(=O)/C=C/C(=O)N(CC(=O)NCCC(C)C)Cc2cccs2)c(O)c1 | i | .
Cc1cc(OC(=O)c2ccccc2[N+](=O)[O-])c([N+](=O)[O-])c(=O)[nH]1 | i | i
COc1ccc(COC(=O)c2cccc(S(=O)(=O)N3CCCC3)c2)cc1F | i | i
CCC(=O)Nc1ncc2c(n1)CC(c1ccco1)CC2=O (stereo not given) | i | i
COc1ccc(C2=NOC(C(=O)NCCN3CCOCC3)C2)cc1 (stereo not given) | i | i
COc1ccc(/C=C2\N=C3CCCCCN3C2=O)cc1 | i | i
CC(C)(C)OC(=O)NCCCCCO | . | i
CCOC(=O)c1ccc(NC(=O)Cn2cccc2)cc1 | i | i
CCc1ccc(NS(=O)(=O)c2c(C(=O)N3CCCCCC3)c(C)n(C)c2C)cc1 | i | i
CCc1cccc(C)c1NC(=O)COC(=O)c1ccc2c(c1)S(=O)(=O)c1ccccc1C2=O | i | i
COc1ccc(-c2nc3ccccn3c2NCc2ccc3c(c2)OCO3)cc1 | -8.4* | i
S=c1[nH]nc(-c2ccncc2)n1/N=C/c1cccc2ccccc12 | i | i
CN(C(=O)COC(=O)c1ccccc1Cc1ccccc1)c1c(N)n(Cc2ccccc2)c(=O)[nH]c1=O | i | i
COc1cccc(-n2nnnc2S(C)(=O)=O)c1 | -7.78* | i
COC1(OC)C=CC(=O)C=C1NC(=O)c1ccccc1OC(C)=O | i | i
Cc1ccc(NC(=O)c2ccc(Cl)nc2)cc1 | i | i
CC1CCCCC1NC(=O)CCCCCn1c(=S)[nH]c2ccccc2c1=O (stereo not given) | i | i
Cc1ccc(Nc2nc(-c3cccnc3)nc3ccccc23)cc1 | i | i
CCOC(=O)c1c(NC(=O)CSc2nnnn2C)sc(C(=O)N(C)C)c1C | i | i
C=C1CCN(Cc2ccccc2)S(=O)(=O)c2ccccc21 | i | i
Cc1ccc(NC(=O)CN2C(=O)NC3(CCc4ccccc43)C2=O)cc1Cl (stereo not given) | i | -10.5*
N#CC(C(=O)NC1CCCCC1)c1nc2ccccc2nc1N1CCN(c2ccc(F)cc2)CC1 (stereo not given) | -5.77* | .
COc1ccc(CCNC(=O)COc2ccccc2[N+](=O)[O-])cc1OC | i | i
Cc1ccc(C(=O)O/N=C(\N)c2cccc([N+](=O)[O-])c2)cc1 | i | i
COc1ccc(/C=N/NC(=O)c2[nH]nc3c2CCc2ccccc2-3)cc1OC | i | i
Cc1onc(-c2ccccc2Cl)c1C(=O)Nc1ccc(S(=O)(=O)NCC2CCCO2)cc1 (stereo not given) | i | i
CCOc1c(C)cnc2c1c(=O)n(Cc1ccccc1Cl)c(=O)n2C | i | i
CCCCNC(=O)COn1nnc2ccc(S(=O)(=O)N3CCOCC3)cc21 | i | i
COc1cccc(C(=O)NCCn2ccc3ccccc32)c1 | i | i
O=C1NC2(CCCCC2)C(=O)N1Cc1cc(=O)n2ccsc2n1 | i | i
COc1ccc(C)cc1NC(=O)CSc1nnc(-c2ccc(Br)cc2)o1 | i | i
Cc1ccc(C)c(CS(=O)(=O)c2cn(CC(=O)N3CCC(C)CC3)c3ccccc23)c1 | i | i
Cc1ccc(C)c(N(C(=O)Cn2nnc(-c3cccs3)n2)C(C(=O)NC2CC2)c2ccc(C)o2)c1 (stereo not given) | i | i
CC(=O)Nc1c(C(=O)c2ccccc2)oc2ccccc12 | i | i
CCOC(=O)C1=C(O)/C(=C/c2cccc(OC)c2O)N=C1C | i | i
